Source: PubChem BioAssay
PrPC TRFRET – reduces human prion protein on the cell surface | inhibition, % at 13.8 µM | P04156 | cell surface PrPC, TR-FRET read-out | 0.43% of 370,000 active; in the data active means inhibition above about 24%; further: 0% = median of the test wells and 100% = reference compound wells
TcdB GH inh – inhibitors of Clostridioides difficile toxin B glycohydrolase; TcdB glycohydrolase enzymatic assay, plate reader; inhibition, % at 9.99 µM; 0.24% of 350,000 active; AID 652162; in the data active means inhibition above about 10%
Target sequence (P18177 whole entry, looked up): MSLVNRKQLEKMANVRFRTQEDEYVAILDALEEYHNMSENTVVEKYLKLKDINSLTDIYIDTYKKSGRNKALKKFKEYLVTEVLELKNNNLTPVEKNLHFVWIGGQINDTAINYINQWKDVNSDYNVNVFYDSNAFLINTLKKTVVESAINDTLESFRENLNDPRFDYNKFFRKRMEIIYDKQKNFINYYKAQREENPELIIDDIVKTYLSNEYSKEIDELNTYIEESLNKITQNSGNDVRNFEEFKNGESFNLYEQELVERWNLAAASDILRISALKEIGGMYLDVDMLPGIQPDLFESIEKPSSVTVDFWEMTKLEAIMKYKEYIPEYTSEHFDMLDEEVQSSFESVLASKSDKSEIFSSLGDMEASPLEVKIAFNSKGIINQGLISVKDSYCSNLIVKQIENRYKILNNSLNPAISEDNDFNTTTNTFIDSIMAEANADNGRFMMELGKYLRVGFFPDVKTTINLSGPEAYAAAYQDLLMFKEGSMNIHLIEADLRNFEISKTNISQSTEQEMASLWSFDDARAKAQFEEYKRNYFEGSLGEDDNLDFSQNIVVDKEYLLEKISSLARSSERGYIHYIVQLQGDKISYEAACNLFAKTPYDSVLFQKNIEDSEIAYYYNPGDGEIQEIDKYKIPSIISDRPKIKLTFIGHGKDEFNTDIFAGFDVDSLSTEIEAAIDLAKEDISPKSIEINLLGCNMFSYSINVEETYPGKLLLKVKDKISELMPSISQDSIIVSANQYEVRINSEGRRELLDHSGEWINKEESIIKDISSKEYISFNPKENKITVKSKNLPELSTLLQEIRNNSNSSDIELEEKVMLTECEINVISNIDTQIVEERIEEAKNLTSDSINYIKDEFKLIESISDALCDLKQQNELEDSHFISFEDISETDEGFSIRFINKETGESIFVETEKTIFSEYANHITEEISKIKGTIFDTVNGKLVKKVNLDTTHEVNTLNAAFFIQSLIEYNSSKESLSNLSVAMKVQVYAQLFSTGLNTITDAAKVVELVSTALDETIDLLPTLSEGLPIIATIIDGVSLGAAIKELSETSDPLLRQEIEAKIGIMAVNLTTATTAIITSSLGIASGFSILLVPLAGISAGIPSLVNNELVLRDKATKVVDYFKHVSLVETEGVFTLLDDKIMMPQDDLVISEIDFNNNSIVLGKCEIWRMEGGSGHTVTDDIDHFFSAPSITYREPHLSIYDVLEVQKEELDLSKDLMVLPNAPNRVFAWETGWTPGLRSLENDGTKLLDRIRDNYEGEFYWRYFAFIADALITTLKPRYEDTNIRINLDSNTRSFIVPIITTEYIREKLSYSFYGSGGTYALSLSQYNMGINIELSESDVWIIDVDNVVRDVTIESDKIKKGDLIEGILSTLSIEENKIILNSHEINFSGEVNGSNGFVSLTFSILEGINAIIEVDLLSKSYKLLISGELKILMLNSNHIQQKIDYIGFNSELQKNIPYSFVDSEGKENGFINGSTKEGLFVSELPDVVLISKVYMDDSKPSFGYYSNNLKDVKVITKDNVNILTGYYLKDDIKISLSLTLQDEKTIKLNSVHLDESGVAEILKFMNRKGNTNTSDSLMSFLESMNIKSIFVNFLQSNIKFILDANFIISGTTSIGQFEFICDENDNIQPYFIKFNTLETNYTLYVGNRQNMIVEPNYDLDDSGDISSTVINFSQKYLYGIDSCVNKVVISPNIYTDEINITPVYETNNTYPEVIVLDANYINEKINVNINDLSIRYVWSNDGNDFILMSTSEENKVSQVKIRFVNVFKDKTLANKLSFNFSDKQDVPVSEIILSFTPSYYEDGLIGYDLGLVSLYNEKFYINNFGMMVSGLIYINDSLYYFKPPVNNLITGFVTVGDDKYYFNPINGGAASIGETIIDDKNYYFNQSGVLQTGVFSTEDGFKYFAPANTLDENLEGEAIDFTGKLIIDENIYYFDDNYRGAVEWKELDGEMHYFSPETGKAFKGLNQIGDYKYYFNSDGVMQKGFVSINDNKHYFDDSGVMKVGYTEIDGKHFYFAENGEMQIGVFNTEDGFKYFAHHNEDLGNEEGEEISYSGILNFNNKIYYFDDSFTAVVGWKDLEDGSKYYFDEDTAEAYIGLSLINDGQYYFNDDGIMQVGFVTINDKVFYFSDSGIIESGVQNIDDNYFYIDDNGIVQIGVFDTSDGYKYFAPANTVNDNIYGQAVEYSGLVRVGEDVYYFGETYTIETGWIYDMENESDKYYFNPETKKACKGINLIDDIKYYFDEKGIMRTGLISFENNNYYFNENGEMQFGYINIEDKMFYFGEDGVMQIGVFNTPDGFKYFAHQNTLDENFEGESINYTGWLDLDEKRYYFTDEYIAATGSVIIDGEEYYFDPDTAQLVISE
CCHF vOTU inh – CCHFV vOTU protease inhibition | Pep-AMC fluorescence | inhibition, % at 11.5 µM | 0.55% of 370,000 active | AID 651958; in the data active means inhibition above about 30%; further: 0% = vehicle wells with enzyme and 100% = no enzyme wells
Starred values were filed as active, the others as inactive; & = joins results of further samples. Only part of the results is shown; count on the stated rates, not on these rows.

SMILES | PrPC TRFRET | TcdB GH inh | CCHF vOTU inh
CCN=C1NC(c2ccc(F)cc2)C(C(=O)OC)=C(C)N1Cc1ccccc1C(F)(F)F (stereo unspecified) | -9 | 1.4 | 1
O=C(NCc1ccccc1)[C@@H]1CCCN1C(=O)[C@H]1CCCN1C(=O)c1ccc(Cl)cc1 | 2 | -0.6 | 6
Cc1cc(N2CCN(C(=O)OC(C)(C)C)C[C@@H]2C)ccc1Br | 2 | 2.3 | 6
COc1ccc(C(C(=O)NC2CCCCC2)n2c(=O)c(-c3ccco3)nc3ccccc32)cc1 (stereo unspecified) | 7 | -0.8 | 0
Fc1ccc2cc(C3=CCCCC3)ncc2c1 | -3 | 1.4 | -3
CCCCNC(=O)C[C@H]1C[C@@]2(C(=O)OC)C(=C[C@H](COCc3ccccc3)O[C@@H]2C)N(CCC2=CCCCC2)C1=O | -8 | 0.8 | 10
C[C@@H]1ON(C)[C@H]2C[C@H]3c4[nH]c5cccc(Br)c5c4CCN3C(=O)[C@@H]12 | -7 | 3.5 | -8
Cc1cccc(NC(=O)CSc2nnc(NC(=O)CN3CCCCC3)s2)c1 | 5 | 0.3 | -8
COC(=O)[C@]12C[C@H](CC(=O)NCCC(C)C)C(=O)N(Cc3ccc4c(c3)OCO4)C1=C[C@H](C(C)(C)C)O[C@@H]2C | 5 | 1.4 | 32*
C=CCN1[C@@H](C)[C@H](c2ccccc2)Oc2cccc(NCCc3ccccc3)c2S1(=O)=O | -2 | 0.6 | 11
COCCCNC(=O)C[C@@H]1C[C@@]2(C(=O)OC)CC(C)(C)CC=C2N(CCc2ccc(OC)c(OC)c2)C1=O | 2 | -0.7 | -1
COC(=O)C[C@@H]1C=C[C@@H](NC(=O)c2cccnc2)[C@@H](CO)O1 | -7 | -0.4 | 6
Cc1ccc(S(=O)(=O)N2[C@H](CC(=O)c3ccc(F)cc3)OC[C@@H]2C)cc1 | 5 | 1.8 | 5
CC(=O)C1=CCN(C)CC1 | 0 | -0.2 | -3
Cc1ccc(S(=O)(=O)N2C3CCCCC3O[C@H]2CC(=O)OCc2ccccc2)cc1 (stereo partly specified) | 4 | 0.5 | 15
CN(C)CC(=O)N[C@@H]1C[C@@H]2O[C@@H](CO)CC[C@@H]2O[C@@H]1CCc1ccc(-c2ccc(F)cc2)cc1 | -5 | 0.2 | 0
CC(C)(C)OC(=O)N1O[C@H]2C=C[C@@H]1C2 | 1 | 0.3 | 5
CCS(=O)(=O)Nc1ccc2c(c1)C(=O)N(C)[C@@H]1CC[C@H](CC(=O)NCCCN3CCOCC3)O[C@H]1CO2 | 4 | 0.1 | 10
CC(C)(C)S(=O)N1C[C@@H]2CC(=O)C=C2[C@H]1CCO (stereo partly specified) | -3 | 0.1 | -8
COC(=O)[C@@]12C[C@@H](CC(=O)N3CCCC3)C(=O)N(Cc3cccc4ccccc34)C1=CCC(C)(C)C2 | 1 | -1.5 | 5
COC(=O)C1=C(C)N(Cc2ccccc2C(F)(F)F)C(=NCc2ccc(OC)cc2)NC1c1cccc(C(F)(F)F)c1 (stereo unspecified) | -3 | 1.9 | 19
COC(=O)c1cc2c(c3c4ccccc4n(S(=O)(=O)c4ccc(OC)cc4)c13)C(=O)N(Cc1ccccc1OC)C2 | 2 | 0.2 | -5
CC(=O)N1CCC(C(=O)N2c3ccccc3N=C(c3ccc(C(F)(F)F)cc3)C2C(=O)NC(C)C)CC1 (stereo unspecified) | -3 | 0.2 | 2
C[C@H]1CNC(=O)c2c(C(=O)N(C)Cc3ccccc3)ncn21 | -4 | 1.8 | -10
COc1ccc(N2c3ccccc3CN(Cc3ccccc3)[C@@H](C)[C@H]2Cc2ccc(-c3ccccc3)cc2)cc1 | 1 | 2.4 | 16
Next records:
SMILES | PrPC TRFRET | TcdB GH inh | CCHF vOTU inh
COC(=O)N1C[C@H](O)[C@H](O)C[C@@H]1c1ccccc1Br | 5 | 1.9 | 7
CCNC(=O)N1C[C@H]2CON(C)[C@H]2C[C@H]1c1ccc(N2CCCCC2)cc1 | -6 | 1.1 | -9
CC(=O)N1CCN(c2ccc(N3CCN(Cc4ccccc4)[C@@H](C)C3)c(C)c2)[C@H](C)C1 | 0 | -17 | -3
Cc1cc(=O)n2[nH]c(-c3sccc3-n3c(C)ccc3C)cc2n1 | 13 | 1.5 | 13
COC(=O)C1=C(C)N(CC(C)C)C(=S)NC1c1ccc(-c2ccccc2)cc1 (stereo unspecified) | 25* | -1.6 | 15
COc1ccc(C(C(=O)NCc2ccccc2)n2c(=O)c(-c3cc4ccccc4[nH]3)nc3ccccc32)cc1 (stereo unspecified) | -8 | 0.5 | -30
CCC12CCN(CC3(O)CC3)C(Cc3ccc(O)cc31)C2(C)C (stereo unspecified) | -1 | 0.2 | 0
C=CCN1C(C(=O)OCC)CSCCS1(=O)=O (stereo unspecified) | 1 | -0.2 | -7
COc1cc(/C=C2\C(=O)NN(c3ccccc3)C2=O)ccc1OCC(N)=O | 1 | 2.0 | -16
COC(=O)c1cc2c(c3c4ccccc4n(S(C)(=O)=O)c13)C(=O)N(Cc1ccccc1)C2 | 1 | -0.9 | -4
Cc1cccc(C)c1NC(=O)C(c1ccc(C#N)cc1)n1c(=O)c(-c2cc3ccccc3[nH]2)nc2ccccc21 (stereo unspecified) | 7 | 0.6 | -31
N/C(=N\[N+](=O)[O-])N1CCN(C(=O)c2ccccc2)CC1 | 9 | 0.3 | 2
COc1ccc2c(c1)[C@@H](NC(=O)c1ccncc1)[C@H](C)[C@H]2c1ccccc1 | 8 | 1.4 | 6
COC(=O)C[C@H]1CC[C@@H]2[C@@H](COc3ccc(NS(=O)(=O)c4ccccc4Cl)cc3C(=O)N2C)O1 | 0 | -1.3 | 2
CCOc1ccc(NC(=O)c2nn(-c3ccc(OC)cc3OC)c(=O)c3ccccc23)cc1 | 1 | 0.0 | 7
COc1cc(-n2c(C)cc(O)cc2=O)ccc1Cl | 4 | 1.2 | -3
CCn1cc(C(=O)N2CCc3ccccc3C2)c(=O)c2cc(S(=O)(=O)N3CCCCC3)ccc21 | 8 | 0.1 | 11
O=C(C(=O)N1CCC(Cc2ccccc2)CC1)c1cccc(Br)c1 | -1 | -0.4 | 10
CC(C)CC(=O)Nc1cccc(C(C)O)c1 (stereo unspecified) | -2 | 0.0 | -3
COc1ccc(Cc2c(-c3ccc(F)cc3)nc3ccc(C)cn23)c(C)c1 | -2 | 0.8 | 17
O=Cc1ccc(/C=C2\c3ccccc3C(=O)N2c2ccccc2)o1 | -9 | 0.6 | 8
CCOC(=O)C1=C(C(=O)OCC)C2N(Cc3ccc(C(F)(F)F)cc3)c3ccccc3[C@@]23C[C@@H](C(=O)OC)N(S(=O)(=O)c2cccs2)C3=N1 (stereo partly specified) | 2 | 1.2 | -8
COc1ccc(OC)c(CN2C(=O)CSCC2(C)C(=O)NC(C)C)c1 (stereo unspecified) | 0 | 1.2 | -3
Cc1cc(C)c2cc(C#N)c(NCCNC(=O)c3cccnc3)nc2c1 | 1 | 0.9 | -34
NC(=O)c1c(N)[nH]c(C(=O)c2ccccc2)c1-c1ccccc1 | -6 | 0.6 | 10
The listing continues:
SMILES | PrPC TRFRET | TcdB GH inh | CCHF vOTU inh
COC(=O)[C@]12C[C@H](CC(=O)NCc3ccccc3)C(=O)N(Cc3ccc4c(c3)OCO4)C1=C[C@H](C(C)(C)C)O[C@@H]2C | 8 | 0.4 | 26
CCOC(=O)C1=C(C)N(CCCC(=O)O)C(=O)NC1c1cc2ccccc2c2ccccc12 (stereo unspecified) | 3 | -9.2 | 10
Nc1sccc1C(=O)NC1CC1 | -1 | -0.4 | 4
COc1ccc2c(c1)[C@@]1(OCCC=C[C@H]1C)C(=O)N2Cc1ccc(F)cc1 | -2 | 1.2 | 15
CCCCCCCCN1C(=O)[C@@H](CC(=O)NCc2ccccc2)C[C@@]2(C(=O)OC)C1=C[C@H](C(C)(C)C)O[C@@H]2C | -2 | -0.7 | 18
COc1ccc(/C(O)=C2/C(=O)C(=O)N(c3ncccn3)C2c2ccc(C(C)(C)C)cc2)cc1 (stereo unspecified) | 4 | 0.2 | 6
COc1cccc(CN(C)C(=O)[C@H]2O[C@@H](n3cnc4c(=O)[nH]c(N)nc43)[C@H](O)[C@@H]2O)c1 | 1 | 1.0 | -2
Nc1ccn([C@@H]2O[C@H](C(=O)N[C@H](Cc3ccccc3)C(=O)NCc3cccc4c3OCO4)[C@@H](O)[C@H]2O)c(=O)n1 | -4 | 2.2 | -7
Cc1cccc(C)c1NC(=O)C(c1ccncc1)N1CCN(C)CC1 (stereo unspecified) | -2 | 1.0 | -2
COc1ccc(S(=O)(=O)Nc2ccc3c(c2)C(=O)N([C@H](C)CO)C[C@H](C)[C@H](CN(C)C(=O)Nc2ccc(F)cc2)OCCCC[C@@H](C)O3)cc1 | 0 | 0.9&2.6 | 1
Cc1cc(CNC(=O)[C@H]2C[C@@H]2[C@H](NP(=O)(c2ccccc2)c2ccccc2)c2ccccc2)nn1C | 3 | -1.9 | 5
O=C(N[C@@H]1C[C@@H]2O[C@@H](CO)CC[C@@H]2O[C@@H]1CCc1ccc(-c2ccccc2)cc1)c1cnccn1 | -6 | 0.3 | 15
O=C(N[C@H](C(=O)N1CCC[C@H]1C(=O)NC1CCCC1)C1CCCCC1)c1cccs1 | 8 | 1.3 | -12
COc1ccc(-c2cn(Cc3ccc(C(=O)c4ccccc4)cc3)nn2)cc1 | 7 | 0.7 | 10
COc1ccc(S(=O)(=O)N[C@@H]2C=C[C@@H](CC(=O)N3CCc4ccccc4C3)O[C@@H]2CO)cc1 | -7 | 1.7&1.5 | 4
O=C(C[C@@H]1C[C@@H]2c3cc(NC(=O)c4ccc5c(c4)OCO5)ccc3O[C@@H]2[C@@H](CO)O1)NCc1cccnc1 | -5 | 0.1 | 13
CC(C)=CCN1CCN(Cc2cn[nH]c2C2CCCCC2)CC1CCO (stereo unspecified) | 8 | -0.2 | -10
O=C(C(=O)N1CCC(CNC(=O)c2cccnc2Cl)CC1)c1cccs1 | 6 | 0.8 | 11
CC1(C)C(C=C(Cl)Cl)C1C(=O)Nc1ccc([N+](=O)[O-])cc1 (stereo unspecified) | 14 | -2.0 | 3
COC(=O)C[C@@H]1C=C[C@@H](NC(=O)c2ccc3c(c2)OCO3)[C@@H](CO)O1 | 6 | 0.7 | 16

17 of the compounds above, in CSV form:
Structure,PrPC TRFRET,TcdB GH inh,CCHF vOTU inh
C=CCN1[C@@H](C)[C@H](c2ccccc2)Oc2cccc(NCCc3ccccc3)c2S1(=O)=O,-2,0.6,11
COCCCNC(=O)C[C@@H]1C[C@@]2(C(=O)OC)CC(C)(C)CC=C2N(CCc2ccc(OC)c(OC)c2)C1=O,2,-0.7,-1
COC(=O)C[C@@H]1C=C[C@@H](NC(=O)c2cccnc2)[C@@H](CO)O1,-7,-0.4,6
Cc1ccc(S(=O)(=O)N2[C@H](CC(=O)c3ccc(F)cc3)OC[C@@H]2C)cc1,5,1.8,5
CC(=O)C1=CCN(C)CC1,0,-0.2,-3
Cc1ccc(S(=O)(=O)N2C3CCCCC3O[C@H]2CC(=O)OCc2ccccc2)cc1 (stereo partly specified),4,0.5,15
CN(C)CC(=O)N[C@@H]1C[C@@H]2O[C@@H](CO)CC[C@@H]2O[C@@H]1CCc1ccc(-c2ccc(F)cc2)cc1,-5,0.2,0
CC(C)(C)OC(=O)N1O[C@H]2C=C[C@@H]1C2,1,0.3,5
CCS(=O)(=O)Nc1ccc2c(c1)C(=O)N(C)[C@@H]1CC[C@H](CC(=O)NCCCN3CCOCC3)O[C@H]1CO2,4,0.1,10
CC(C)(C)S(=O)N1C[C@@H]2CC(=O)C=C2[C@H]1CCO (stereo partly specified),-3,0.1,-8
COC(=O)[C@@]12C[C@@H](CC(=O)N3CCCC3)C(=O)N(Cc3cccc4ccccc34)C1=CCC(C)(C)C2,1,-1.5,5
COC(=O)C1=C(C)N(Cc2ccccc2C(F)(F)F)C(=NCc2ccc(OC)cc2)NC1c1cccc(C(F)(F)F)c1 (stereo unspecified),-3,1.9,19
COC(=O)c1cc2c(c3c4ccccc4n(S(=O)(=O)c4ccc(OC)cc4)c13)C(=O)N(Cc1ccccc1OC)C2,2,0.2,-5
CC(=O)N1CCC(C(=O)N2c3ccccc3N=C(c3ccc(C(F)(F)F)cc3)C2C(=O)NC(C)C)CC1 (stereo unspecified),-3,0.2,2
C[C@H]1CNC(=O)c2c(C(=O)N(C)Cc3ccccc3)ncn21,-4,1.8,-10
COc1ccc(N2c3ccccc3CN(Cc3ccccc3)[C@@H](C)[C@H]2Cc2ccc(-c3ccccc3)cc2)cc1,1,2.4,16
COC(=O)N1C[C@H](O)[C@H](O)C[C@@H]1c1ccccc1Br,5,1.9,7
